# Screens: PubChem BioAssay, National Center for Advancing Translational Sciences (NCATS)
# Nrf2 inh – inhibitors of Nrf2 signaling; A549 ARE-Fluc reporter, luciferase luminescence, 18-24 h; Potency, µM (series often up to 46 µM), inactives show at the top dose activity change, negative = inhibition, most hits filed as inhibitors; actives 2.1% (n = 360,000); note: potency is the fitted concentration of half-maximal effect; % is set by controls: 0 for no effect and ±100 for the full control effect; nearly all actives have a fitted effect of over 60% in size
#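 Concentration-response testing used A549 ARE_Fluc cells at 5000 cells/well. Following an 18-24 h compound incubation, viability was read by fluorescence (Ex 405/Em 525) and luciferase output by luminescence.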
# Nrf2 ARE act – activators of Nrf2 (ARE) signaling; AREc32 ARE-luciferase reporter (MCF7-derived line), luminescence, 24 h; Potency, µM (highest dose often 46.1 µM), for the others: at the top dose activation, hits mostly activators; AID 624171; actives 0.31% (n = 410,000); note: potency is the fitted concentration of half-maximal effect; % of control where 0% means no effect; nearly all actives have a fitted effect of over 65% in size
#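 Reporter line AREc32 (ARE-Fluc), seeded overnight in OPTI-MEM with 5% FBS; compound pin-transferred, 24 hr at 37 deg C, 5% CO2; luminescent read-out.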
# Akt phos inh – blocks phosphorylation of Akt; Neuro2A IGF-stimulated pAkt S473 HTRF, 20 min; active compounds read low; activity change, % for hits at 50 µM; actives 0.32% (n = 360,000); in the data active = activity change below about -80%; inconclusive = mostly about -51% to -80%; note: % is set by controls: 0 for no effect and ±100 for the full control effect
#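 Single-point screen (50 µM final compound) in Neuro2A cells stimulated 20 min with 6 nM IGF at 37 deg C. After lysis, Ser473-phosphorylated Akt read by HTRF (ex 330 nm, em 615/665 nm) as the 665/615 ratio.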
# ATXN viability – cell viability loss in ATXN counter-screen | S2 cells (HEK-293 line with an ATXN2-luciferase reporter) viability, CellTiter-Fluor protease fluorescence, 24 h | Potency, µM (doses to about 56.7 µM), hits mostly cytotoxic | actives 0.49% (n = 400,000) | AID 651635; note: potency is the fitted concentration of half-maximal effect; nearly all actives have a fitted effect of over 40% in size
# HepG2 tox – counter-screen for TGF-b inhibitors: cytotoxicity in HepG2 cells | HepG2 CAGA-GFP viability, ATP luminescence, 18 h | Potency, µM (titrated, usually from 46.1 µM), for the others: at the highest dose activity change, negative = cytotoxicity, most hits filed as cytotoxic | actives 0.76% (n = 410,000) | AID 588856; note: potency is the fitted concentration of half-maximal effect; some results filed as inactive show a strong effect at the top dose
#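 HepG2 CAGA-GFP cells (1000/well, DMEM with 1% FBS) received compound, then TGF-beta at 500 pg/mL final, and were incubated 18 hours at 37 degrees C. Viability was read by CellTiter-Glo luminescence. Media-only wells were set as complete cell-killing and DMSO as no toxicity.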
# MmCpn inh – inhibitors of Methanococcus maripaludis chaperonin (MmCpn) | AID 504842 | actives 0.031% (n = 330,000) | purified Mm-Cpn ATPase, ADP Transcreener TR-FRET | Potency, µM (doses to about 76.9 µM), for inactives: at the highest dose activity, negative = inhibition, hits mostly inhibitors; note: potency is the fitted concentration of half-maximal effect; % is set by controls: 0 for no effect and ±100 for the full control effect; nearly all actives have a fitted effect of over 80% in size
#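 ATPase turnover read by TR-FRET ADP competition (Eu cryptate antibody/ADP-d2, 665/590 nm): 10uM ATP final, 25nM Mm-CPN final, 30 min 37degC after 10-min compound preincubation, pH 7.4 Tris/KCl/MgCl2/DTT buffer.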
# TGFb inhibitor – inhibitors of TGF-b signaling; HepG2 CAGA-GFP TGF-b/SMAD3 reporter, GFP fluorescence, 18 h; TGF-beta stimulated, 500 pg/mL final; Potency, µM (top dose mostly 46.1 µM), for inactives: at the highest dose activity, negative = inhibition, hits mostly inhibitors; actives 1.2% (n = 410,000); note: potency is the fitted concentration of half-maximal effect; % is set by controls: 0 for no effect and ±100 for the full control effect; nearly all actives have a fitted effect of over 65% in size
#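 HEPG2 CAGA-GFP reporter cells (1000/well, DMEM with 1% FBS) received compounds, then recombinant TGF-beta at 500 pg/mL final for 18 hours at 37 degrees C. Per-cell GFP summed per well was normalised to unstimulated and stimulated DMSO controls before curve fitting.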
# CCT modulator – changes cytosolic chaperonin activity; purified chaperonin ATPase assay, HTRF ADP detection, 30 min; activity change, % (test concentration not listed), hits read low; actives 0.3% (n = 360,000); AID 651819; in the data active = activity change below about -30%; note: % is set by controls: 0 for no effect and ±100 for the full control effect
#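 Enzyme 40 or 20 nM (batch-dependent) in Tris pH 7.4/KCl/MgCl2/DTT; cpd 76 uM single point; ATP 10 uM; 30 min 37 °C; Transcreener ADP HTRF detection, 30 min RT; ratio 665/615.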
# A549 tox – A549 cytotoxicity, counter-screen for Nrf2 inhibitors | A549 ARE-Fluc cells, CellTiter-Fluor viability, 18-24 h | actives 0.16% (n = 390,000) | Potency, µM (doses to about 46 µM), inactives show top-dose activity change, negative = cytotoxicity, most hits filed as inhibitors; note: potency is the fitted concentration of half-maximal effect; % is set by controls: 0 for no effect and ±100 for the full control effect
#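 Cytotoxicity counterscreen: CellTiter-Fluor fluorescence was measured in A549 ARE_Fluc cells after 18-24 h of compound exposure in a concentration series. The subsequent BugLite luminescent read reports ARE-luciferase activity.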
# * marks the source's active call; other numbers are inactive results; i = inactive; ? = inconclusive; nt = no result given; & = joins results of further samples; [ ] = dose if it differs, or a comment. Unless noted, calls come from the whole dose curve; as a rule, active = well fitted curve in the direction sought with a large enough effect; inconclusive = small, poorly fitted or top-dose-only effect, or another doubt; inactive = no such curve, though single readings can be large; an effect the other way counts as inactive or inconclusive.
SMILES,Nrf2 inh,Nrf2 ARE act,Akt phos inh,ATXN viability,HepG2 tox,MmCpn inh,TGFb inhibitor,CCT modulator,A549 tox
Cc1cccc(-c2noc(CCC(=O)NCc3ccco3)n2)c1,nt,5.7%,i,i,-11%,-1%,19%,-5.8,2%
CC(CN1CCCCC1)OC(=O)c1ccc2c(c1)OCO2 (centres undefined),?,4.9%,nt,i,11%,-3%,17%,-0.7,0%
COc1ccc(C=CC(=O)c2ccc(OC)c(OC)c2O)cc1OC,-14%,21%,i,i,-16%,nt,-7%,0.7,-1%
CC(c1ccccc1)n1cc(C(=O)NCc2ccccn2)nn1 (centres undefined),9%,0.6%,i,i,12%,1%,-1%,1.3,2%
Cc1ccc2nc(NCc3ccccc3)c(C=NCc3cccnc3)c(=O)n2c1,?,3.8%,i,i,14%,1%,1%,1.5,-20%
Cc1cc(C)n(CCC(=O)N2CCN(S(=O)(=O)c3ccccc3)CC2)n1,-3%,-0.7%,i,i,-22%,1%,-20%,-2.4,1%
Cc1ccc(S(=O)(=O)N2C[C@H]3[C@H]4C(=O)N(C)C(=O)[C@H]4CC(=O)[C@H]3[C@@H]2c2ccccc2Cl)cc1,nt,-1.2%,i,?,5%,nt,1%,-0.2,nt
COc1ccc(CCNCC(=O)Nc2ccc(C)c(S(=O)(=O)N(C)C)c2)cc1OC,-10%,2.4%,i,i,0%,-3%,-1%,-1.1,0%
CCOC(=O)c1ccc(NC(=S)N2CCN(C)CC2)cc1,17%,2.5%,i,i,-23%,-16%,-12%,-1.2,2%
COc1ccc(-c2onc(C)c2C)cc1S(=O)(=O)NCC(C)c1ccccc1 (centres undefined),?,0.6%,nt,nt,-5%,nt,-15%,nt,-1%
O=C(COC(=O)c1cccnc1Cl)c1ccc2c(c1)OCCO2,-2%,-0.2%,i,i,-10%,-7%,4%,-1.9,0%
COc1ccc(-c2ccc(-c3cc(=O)oc4cc(OC)c(OC)c(OC)c34)cc2)cc1F,-13%,2.5%,i,i,30%,-3%,31%[activator],-0.7,13%
CCOc1ccccc1NC(=O)c1ccc2[nH]c(C)c(C)c2c1,?,10.0%,i,i,-21%,-5%,?,2.3,-5%
O=C(COC(=O)c1cccc(F)c1)Nc1cccnc1Cl,5%,0.1%,i,i,23%,1%,-2%,-2.3,1%
COc1ccc(C(=O)NCC(=O)OCc2nc(N)nc(Nc3ccccc3C)n2)cc1,-5%,-1.0%,i,i,2%,-1%,1%,1.3,1%
O=C(COC(=O)c1cccnc1Cl)c1ccccc1,?,0.1%,i,i,18%,0%,-9%,-0.4,-7%
CCOC(=O)C1(CC2CC2)CCN(Cc2cn[nH]c2-c2cccc(F)c2)CC1,-12%,0.1%,i,i,-39%,-2%,?,0.4,-1%
O=[N+]([O-])c1cnc2ccccn12,?,0.3%,i,i,3%,0%,-15%,-3.1,5%
CN1CCN(C(=S)NC(=O)c2ccc(C(C)(C)C)cc2)CC1,20%,2.6%,i,i,-14%,1%,-16%,1.5,-1%
COc1ccc(CSCC(=O)N/N=C/c2ccccc2O)cc1,-7%,-0.4%,i,i,-19%,-2%,-22%,-1.6,6%
CC(C)c1ccc(NC(=O)c2ccc3snnc3c2)cc1,?,0.9%,i,i,-17%,0%,-3%,-0.7,9%
CC1=C(C(=O)Nc2ccc(C)cc2)C(c2ccc(N(C)C)cc2)NC(=O)N1 (centres undefined),nt,-0.8%,nt,i,1%,0%,46%[activator],-0.6,-2%
O=C1c2ccccc2C(=O)N1CCc1c(-c2[nH]c3ccccc3c2CCN2C(=O)c3ccccc3C2=O)[nH]c2ccccc12,9%,0.1%,i,i,-15%,nt,-2%,-2.1,-3%
Cc1nn(Cc2ccccc2)c(C)c1/C=N/NC(=O)c1cccnc1,-10%,3.1%,i,?,-21%,-3%,-1%,0.5,2%
O=C1CCCC(=NCc2ccco2)C1,11%,0.0%,i,i,-12%,-2%,-4%,-0.3,1%
CCN1C(=O)/C(=C\N2CCOCC2)SC1=S,17%,0.1%,i,i,-13%,0%,24%,-0.8,-1%
COc1ccc(S(=O)(=O)Nc2cccc3c2O[C@H](CN(C)S(=O)(=O)c2ccc(OC)cc2)[C@@H](C)CN([C@H](C)CO)C3=O)cc1,-25%,4.0%,i,i,-17%,0%,-22%,1.6,1%
CC(C)CCn1c(CN2CCN(Cc3ccccc3)CC2)nc2c1c(=O)n(C)c(=O)n2C,7%,2.7%,i,i,-13%,-1%,-27%,-5.4,2%
CCS(=O)(=O)N1Cc2ccccc2CC1C(=O)N(C)Cc1ccc(OC)c(F)c1 (centres undefined),-10%,-0.1%,i,i,-1%,1%,4%,1.1,-2%
CCOC(=O)c1ccc(N=C2C(=S)N(c3ccc(C(=O)OCC)cc3)C(=N)N2/N=C/c2ccccc2)cc1,5%,3.2%,i,i,2%,?,6%,-0.4,-2%
Cc1cc(C)cc(NC(=O)N2c3ccccc3NC(=O)CC2C)c1 (centres undefined),11%,1.9%,i,i,5%,0%,9%,-1.9,0%
O=C(NC12CC3CC(CC(C3)C1)C2)c1ccc([N+](=O)[O-])cc1,-22%,-0.1%,i,i,-13%,-1%,?,-1.2,4%
Cc1ccc([C@H]2C[C@@H](O)[C@H](n3cc(C4CC4)nn3)CN2C(=O)C2CCCCC2)cc1,nt,0.1%,i,?,-11%,nt,-5%,1.7,nt
Cc1ccc(C2=N/C(=C\c3cccc(F)c3)C(=O)O2)cc1,7%,0.6%,i,i,-9%,0%,-4%,-0.6,-1%
Nc1nn(-c2ccccc2)c(N)c1N=Nc1ccccc1,?,2.9%,i,i,2%,-3%,?,-0.8,-27%
COc1cc(COCC(O)CN2CCc3ccccc3C2)cc(OC)c1OC (centres undefined),1%,-0.1%,i,i,-21%,2%,2%,0.2,4%
CCNC(=O)c1ccc(CSc2nc3ccncc3n2Cc2ccc(F)cc2)cc1,14%,5.8%,nt,i,-13%,nt,?,nt,11%
O=C(c1ccccc1)n1nnc2ccccc21,3%,1.9%,i,i,6%,nt,-11%,-1.5,9%
CCOc1ccc2nc(NC(=O)C(CCSC)NS(=O)(=O)c3cccs3)sc2c1 (centres undefined),nt,0.1%,i,i,-9%,-2%,1%,-1.2,-1%
N#CCc1cc2ccc3cccc4ccc(c1)c2c34,17%,11%,i,i,21%,-3%,4%,0.9,19%
Cc1ccc(NC(=O)CC(c2ccc(F)cc2)N2Cc3ccccc3C2=O)cc1C (centres undefined),0%,-0.9%,nt,nt,-15%,nt,-20%,nt,11%
Cc1ccc(OCc2n[nH]c(=S)n2Cc2ccccc2)cc1,-12%,-0.4%,i,i,-3%,2%,0%,-3.3,-2%
CCOc1ccc(Br)cc1S(=O)(=O)Nc1ccc(Cl)c(S(=O)(=O)N(C)C)c1,?,0.2%,i,i,-17%,2%,?,-3.8,-19%
N#CC(C(=O)Nc1cccc(Cl)c1)=C1Nc2ccccc2N1,?,-0.5%,i,?,-2%,-2%,-10%,-1.0,-9%
CCCC(C(=O)Nc1cccc(S(=O)(=O)N2CCCC2)c1)c1ccccc1 (centres undefined),?,-0.8%,i,i,-3%,1%,?,-1.4,?
Cc1cccc(COc2ccc(/C=N/NC(=O)c3nnn(-c4nonc4N)c3CN3CCCCC3)cc2)c1,-1%,2.9%,i,i,14%,2%,-1%,-0.1,0%
Cc1cccc(NC(=O)C2CC2c2ccccc2)c1C (centres undefined),-2%,-0.7%,i,i,-2%,-2%,3%,-0.6,6%
CCC(Sc1nc(N)c(NC(=O)c2ccco2)c(=O)[nH]1)C(=O)O (centres undefined),5%,-0.7%,i,i,-1%,-9%,0%,0.2,2%
CCOc1cc(CNCCO)cc(Br)c1OCc1cccs1,-28%,4.9%,i,?,-73%,1%,?,0.1,2%
CCCCNC(=S)N1CCN(Cc2ccc3c(c2)OCO3)CC1,-18%,0.0%,i,i,3%,-2%,?,-2.5,-2%
O=C(NN=C1CCCCCCCCCCC1)c1cccc(S(=O)(=O)N2CCOCC2)c1,7%,0.0%,i,i,-2%,1%,?,-0.8,2%
O=C(Nc1ccc(Br)cc1Br)c1cccc2c1C(=O)N(C1CCCCC1)C2,-4%,0.3%,i,i,-5%,2%,-6%,-0.3,2%
COc1ccc(C)cc1-n1c(SCC(=O)NCc2ccco2)nc2c([nH]c3ccccc32)c1=O,nt,18%,nt,nt,-14%,nt,0%,nt,-1%
O=C1CCN(S(=O)(=O)c2ccc(Cl)cc2)N1,?,-0.6%,i,i,-6%,3%,-1%,-0.8,-2%
COc1ccc(NC(=S)NC(=O)c2cccnc2)cc1,11%,3.0%,i,i,5%,2%,4%,-0.7,-4%
O=C(O)Cc1ccc(NS(=O)(=O)c2c(Cl)cccc2Cl)cc1,8%,0.4%,i,i,-9%,1%,-15%,2.0,1%
c1ccc(-c2nc[nH]c2-c2ccccc2)cc1,1%,0.1%,i,i,-12%,0%&-2%,-7%,-5.6,0%[1.84 µM]

# Single values from above.
# `Cc1ccc(NC(=O)CC(c2ccc(F)cc2)N2Cc3ccccc3C2=O)cc1C` (centres undefined) in HepG2 tox: -15%
# `COc1ccc(NC(=S)NC(=O)c2cccnc2)cc1` in Nrf2 ARE act: 3.0%
# `CCOc1cc(CNCCO)cc(Br)c1OCc1cccs1` in CCT modulator: 0.1

# Profiles, quoted from the list:
# CCCCNC(=S)N1CCN(Cc2ccc3c(c2)OCO3)CC1 in the list: Nrf2 inh: -18%; Nrf2 ARE act: 0.0%; Akt phos inh: i; ATXN viability: i; HepG2 tox: 3%; MmCpn inh: -2%; TGFb inhibitor: ?; CCT modulator: -2.5; A549 tox: -2%
# CCOc1ccc(Br)cc1S(=O)(=O)Nc1ccc(Cl)c(S(=O)(=O)N(C)C)c1 in the list: Nrf2 inh: ?; Nrf2 ARE act: 0.2%; Akt phos inh: i; ATXN viability: i; HepG2 tox: -17%; MmCpn inh: 2%; TGFb inhibitor: ?; CCT modulator: -3.8; A549 tox: -19%
